AHR activator – human AHR activation | activation, % at 5 µM | AHR-responsive luciferase reporter cells, luminescence | 2.5% of 320,000 active; in the data active = activation above about 47%;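 also: 0% = vehicle wells and 100% = reference agonist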
PP1 inh – PP1-alpha (human) inhibition in PP5 counter-screen; P62136; purified PP1alpha, OMFP fluorescence; inhibition, % at 6.7 µM; 0.9% of 320,000 active; AID 2235;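 active = inhibition above the mean inhibition of all tested compounds plus 3 SD, computed separately for each screening campaign, cut at about 15% in these data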
Target sequence (P62136 whole entry, looked up): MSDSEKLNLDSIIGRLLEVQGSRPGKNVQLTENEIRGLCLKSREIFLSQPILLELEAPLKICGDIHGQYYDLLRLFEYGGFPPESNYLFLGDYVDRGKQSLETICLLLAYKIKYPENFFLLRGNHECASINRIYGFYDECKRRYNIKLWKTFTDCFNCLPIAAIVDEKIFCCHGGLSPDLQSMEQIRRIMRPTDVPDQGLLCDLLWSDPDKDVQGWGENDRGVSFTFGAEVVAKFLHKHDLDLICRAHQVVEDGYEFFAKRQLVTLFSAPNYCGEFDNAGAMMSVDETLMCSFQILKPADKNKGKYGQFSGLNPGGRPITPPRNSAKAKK
proCasp7 act – counter-screen for procaspase-3 activators: activators of human procaspase-7. activation, % at 8.5 µM. 0.093% of 330,000 active. AID 463210. recombinant procaspase-7, Ac-DEVD-pNA absorbance 405 nm; D23A/D198A/D206A triple mutant, cannot self-cleave; scale: DMSO 0, 5 µM enzyme 100. P55210;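 active = percent activation above the screen-wide mean plus 3 SD, cut at about 25% in these data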
Target sequence (P55210 whole entry D23A/D198A/D206A): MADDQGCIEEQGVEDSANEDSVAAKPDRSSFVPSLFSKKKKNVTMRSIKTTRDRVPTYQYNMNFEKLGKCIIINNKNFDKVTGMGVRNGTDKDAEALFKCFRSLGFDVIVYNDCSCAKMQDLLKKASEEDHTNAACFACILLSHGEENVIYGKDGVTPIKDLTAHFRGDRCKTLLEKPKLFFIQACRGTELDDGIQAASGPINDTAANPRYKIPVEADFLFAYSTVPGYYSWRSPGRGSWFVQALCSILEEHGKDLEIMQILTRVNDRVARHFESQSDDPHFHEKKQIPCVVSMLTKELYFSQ
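buffer or medium = Zinc-free HEPES/NaCl buffer, pH 7.4 | material = Procaspase-7 triple mutant (PC-7 D3A) | input = 2 µM procaspase-7 mutant as dispensed | signal = Epi-absorbance of released pNA at 405 nm, two timepoints | timing = 1 h preincubation, 2 h reaction | replicates = singlicate compound testing | evaluation = % activation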
procasp3 activ – procaspase-3 (human) activation. P42574. recombinant procaspase-3 D3A, Ac-DEVD-pNA absorbance 405 nm. activation, % at 8.5 µM. 0.11% of 330,000 active;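 active = activation above the mean of all tested compounds plus 3 SD, cut at about 21% in these data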;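 also: 0% = DMSO alone and 100% = DMSO wells spiked with extra 5 µM PC-3 D3A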
Target sequence (P42574 whole entry D9A/D28A/D175A): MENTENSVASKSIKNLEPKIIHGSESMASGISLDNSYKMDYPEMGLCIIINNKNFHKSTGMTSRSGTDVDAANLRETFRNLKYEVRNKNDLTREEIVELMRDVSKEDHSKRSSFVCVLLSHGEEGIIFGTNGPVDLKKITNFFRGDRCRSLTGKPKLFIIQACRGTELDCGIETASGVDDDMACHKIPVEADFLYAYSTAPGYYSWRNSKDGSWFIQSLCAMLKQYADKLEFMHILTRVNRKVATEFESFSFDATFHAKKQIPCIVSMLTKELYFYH
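assay system = Procaspase-3 D3A mutant | signal = absorbance at 405 nm, 0 and 120 min | times = 1 h preincubation plus 2 h reaction at 25 °C | repeats = single replicate | read-out = % activation between DMSO and enzyme-spiked controls | medium = Zinc-free HEPES saline buffer with Triton X-100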
Fh CTSL1 inh – counter-screen for PFM18AAP inhibitors: inhibitors of F. hepatica cathepsin L1 | 0.49% of 300,000 active | recombinant F. hepatica cathepsin L1, Z-Leu-Arg-MCA fluorescence | AID 1906 | inhibition, % at 5.96 µM;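 active = inhibition above the mean of all tested compounds plus 3 SD, set per screening campaign, cut at about 17% in these data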;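 also: 0% = plate median of test compound wells and 100% = 1 µM Z-Phe-Ala-diazomethylketone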
TPT1 inhibitor – blocks Candida albicans tRNA 2'-phosphotransferase; recombinant caTPT1, FP RNA substrate dephosphorylation; inhibition, % at 5 µM; 0.81% of 300,000 active; AID 1962;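 active = inhibition above the mean of all tested compounds plus 3 SD, set per screening campaign, cut at about 24% in these data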;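 also: plate controls were DMSO alone for no effect and ferristatin control at 100 nM for full effect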
core dimer inh – HCV core protein dimerization inhibition | AID 1899 | TR-FRET GST/Flag-core106 dimerization, 1536-well | 0.33% of 300,000 active | inhibition, % at 5 µM;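 active = inhibition above the mean of all tested compounds plus 3 SD, set per screening campaign, cut at about 45% in these data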
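Assay system: Tagged HCV core106 pair (GST and Flag) | Buffer or medium: KF-containing HEPES buffer, pH 7.45, DTT, CHAPS, BSA | Also added: Eu donor and XL665 acceptor anti-tag antibodies | Dosing: One concentration, 5 µM, in 0.5% DMSO | Timing: 4 h at 22.5 °C | Technique: TR-FRET 671 and 617 nm emission | Repeats: Singlicate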
PAFAH2 FP inh – PAFAH2 (human) inhibition. recombinant PAFAH2, FP-rhodamine activity probe, fluorescence polarization. inhibition, % at 3.39 µM. 0.99% of 340,000 active. AID 492956;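 active = inhibition above the mean over all tested compounds plus 3 SD, cut at about 30% in these data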;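 also: inhibitors block probe labeling of enzyme so polarization drops; 0% = enzyme with DMSO and 100% = wells lacking PAFAH2 protein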
PP5 primary – blocks human protein phosphatase 5 activity | purified PP5c, OMFP substrate fluorescence | inhibition, % at 6.7 µM | 0.18% of 320,000 active;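 active = inhibition above the campaign's mean inhibition across all tested compounds plus 3 SD, cut at about 9.5% in these data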;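 also: 0% = DMSO only and 100% = 100 µM cantharidin control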
The depositor's hits bear a star; / = not tested or not shown; & = joins results of further samples.

#1 c1ccc2oc(SCc3cn4ccsc4n3)nc2c1
#2 CC(C)COP(=O)(CNC(=O)CN1C(=O)c2ccccc2S1(=O)=O)OCC(C)C
#3 COc1ccc(C(=O)Nc2cc(C(C)=O)c(C)oc2=O)cc1
#4 COc1ccc(C(=O)N/N=C2\CCc3ccccc32)cc1OC
#5 CCOC(=O)c1cnn(-c2ncnc3c2oc2ccccc23)c1N
assay / compound	1	2	3	4	5
AHR activator	6	-2	7	11	-1
PP1 inh	2	0	0	-5	-1
proCasp7 act	-12	-1	6	5	9
procasp3 activ	-8	0	0	0	0
Fh CTSL1 inh	-5	-3	1	-1	-1
TPT1 inhibitor	-2	-3	-4	-2	2
core dimer inh	-3	-6	0	5	-3
PAFAH2 FP inh	-2	4	-2	4	1
PP5 primary	0.8	1.7	3.6	1.4	2.1

#6 COc1ccccc1CNC(=O)COC(=O)Cc1ccc(Cl)cc1
#7 Cc1ccc(NC(=O)CSCC(=O)Nc2cc(C(F)(F)F)ccc2N2CCOCC2)cc1
#8 CN1CCN(C(=O)C(Cc2ccccc2)NS(=O)(=O)c2ccc3c(c2)CCC(=O)N3)CC1 (stereo not drawn)
#9 Fc1ccccc1N1CCN(C2CCN(Cc3c[nH]c4ccccc34)CC2)CC1
#10 CN(C)c1cccc(C(=O)N/N=C/c2ccoc2)c1
assay / compound	6	7	8	9	10
AHR activator	-2	2	-1	11	10
PP1 inh	1	-5	-6	-8	-2
proCasp7 act	0	0	2	10	2
procasp3 activ	5	5	-5	-7	-13
Fh CTSL1 inh	-6	3	3	-4	0
TPT1 inhibitor	0	0	-1	-1	1
core dimer inh	0	-8	-3	-2	-2
PAFAH2 FP inh	1	-3	6	2	1
PP5 primary	0.8	4.5	1.7	0.8	-1.4

#11 COCCn1c(-c2cc(OC)c(OC)c(OC)c2)nc2oc3ccccc3c(=O)c2c1=O
#12 O=S(=O)(c1ccc(F)cc1)N1CCC(O)(c2ccc3c(c2)OCO3)CC1
#13 O=C(NCc1ccccc1)c1cc(-c2cccc(O)c2)on1
#14 COc1ccccc1N1C(=O)CC(Sc2ncccc2C(=O)O)C1=O (stereo not drawn)
#15 N#CC(=C=[N-])c1nc2ccccc2nc1-[n+]1cccc(NC(=O)c2ccccc2)c1
assay / compound	11	12	13	14	15
AHR activator	-5	5	11	2	-2&1
PP1 inh	0	-3	-2	1	-3&-1
proCasp7 act	-13	0	0	7	10&-11
procasp3 activ	10	1	7	5	2&0
Fh CTSL1 inh	1	-8	-4	1	9&6
TPT1 inhibitor	2	-3	-1	0	0&-5
core dimer inh	-1	-4	-9	-10	-5&-8
PAFAH2 FP inh	-8	4	-5	-4	8
PP5 primary	-0.1	-1.0	3.8	1.8	-1.0&0.6

#16 S=C(c1ccc(-c2cccc(Cl)c2)o1)N1CCOCC1
#17 CCOC(=O)C1CCCN(Cc2cc(=O)oc3cc(C)ccc23)C1 (stereo not drawn)
#18 Cc1ccc2cc(/C=N/NC(=O)[C@H](C)NC(=O)OC(C)(C)C)c(Cl)nc2c1
#19 CN(C)S(=O)(=O)c1cc(NC(=O)CN2CCNC(=O)C2)ccc1Cl
#20 COC(=O)c1sccc1NC(=O)c1cccs1
assay / compound	16	17	18	19	20
AHR activator	11	2	11	-1	-4
PP1 inh	-1	-5	0	-3	-6
proCasp7 act	-9	6	-1	5	-3
procasp3 activ	-13	1	0	1	-5
Fh CTSL1 inh	0	1	-1	0	-4
TPT1 inhibitor	-2	2	2	-1	-2
core dimer inh	1	1	-2	-5	4
PAFAH2 FP inh	4	3	3	2	/
PP5 primary	-0.8	-2.4	-0.3	0.7	6.4

#21 CN(CC(=O)Nc1c(Cl)cccc1Cl)C(=O)C1CSC2(C)CCC(=O)N12 (stereo not drawn)
#22 Cc1onc(-c2ccccc2)c1-c1nc2ccccc2c(=O)o1
#23 O=C1CNC(=O)N1Cc1ccc(Br)cc1
#24 Cc1cc(C)cc(NC(=O)Nc2ccc(NC(=O)c3ccccc3O)cc2)c1
#25 COCCN(C(=O)CSCC(=O)Nc1ccc(C)cc1)c1c(N)n(CC(C)C)c(=O)[nH]c1=O
assay / compound	21	22	23	24	25
AHR activator	-1	-1	0	4	2
PP1 inh	-2	-2	1	1	1
proCasp7 act	0	-2	6	0	5
procasp3 activ	-3	-7	1	-4	61*
Fh CTSL1 inh	1	4	-2	4	/
TPT1 inhibitor	-2	1	-1	1	/
core dimer inh	1	4	-8	11	/
PAFAH2 FP inh	9	63*	/	-3	1
PP5 primary	-1.4	2.3	2.2	-1.1	-0.8

#26 CCN(CC)c1cc(C)c2cc(NC(=O)c3cccs3)ccc2n1
#27 CCn1nc(C)c(CNC(=O)C2CCC(=O)N(Cc3ccc(Cl)cc3)C2)c1C (stereo not drawn)
#28 CN(C)N1C(=O)CC(C)(c2ccc([N+](=O)[O-])cc2)C1=O (stereo not drawn)
#29 CCOC(=O)C(NC(=O)c1ccccc1)(OCc1ccc(F)cc1)C(F)(F)F (stereo not drawn)
#30 CC1CCN(C(=S)NC(=O)c2ccccc2)CC1
assay / compound	26	27	28	29	30
AHR activator	3	0	0	0	-4
PP1 inh	-7	-6	2	-3	-2
proCasp7 act	-1	5	9	9	-8
procasp3 activ	-2	1	0	3	12
Fh CTSL1 inh	2	-1	-6	-1	0
TPT1 inhibitor	6	-1	-2	3	-4
core dimer inh	-5	-8	0	-8	-7
PAFAH2 FP inh	6	7	-4	-1	0
PP5 primary	2.4	-0.8	-2.4	1.2	2.7

#31 COc1ccccc1C(=O)NC(=O)COC(=O)Cc1n[nH]c(=O)c2ccccc12
#32 CC(C)CCn1nnnc1CN1CCN(C(c2ccccc2)c2ccccc2)CC1
#33 CC1CCc2c(C(=O)Nc3ccccn3)csc2C1 (stereo not drawn)
#34 COc1ccc(C(=O)CSc2nnc(CNC(=O)c3ccccc3F)n2C)cc1OC
#35 Cc1coc2c(C)c3oc(=O)c(CCC(=O)NCc4ccccn4)c(C)c3cc12
assay / compound	31	32	33	34	35
AHR activator	3	1	18	0	1
PP1 inh	-5	1	-2	0	-3
proCasp7 act	-6	0	1	-19	4
procasp3 activ	1	1	-2	6	6
Fh CTSL1 inh	-14	4	-2	3	0
TPT1 inhibitor	0	-2	-3	3	-3
core dimer inh	3	7	-4	1	4
PAFAH2 FP inh	2	1	-1	0	3
PP5 primary	-0.1	2.1	0.7	0.4	1.0

Compound profiles, as listed above. Values in the order: AHR activator, PP1 inh, proCasp7 act, procasp3 activ, Fh CTSL1 inh, TPT1 inhibitor, core dimer inh, PAFAH2 FP inh, PP5 primary
CC1CCN(C(=S)NC(=O)c2ccccc2)CC1 in the list: -4, -2, -8, 12, 0, -4, -7, 0, 2.7
Cc1ccc2cc(/C=N/NC(=O)[C@H](C)NC(=O)OC(C)(C)C)c(Cl)nc2c1 in the list: 11, 0, -1, 0, -1, 2, -2, 3, -0.3

(list continues)
#36 O=C(/C=C\c1cccs1)c1c(O)ccc2ccc(=O)oc12
#37 CC(Sc1ncn[nH]1)C(=O)NCc1ccccc1 (stereo not drawn)
#38 CCOc1ccc(NC(=O)c2cccc(-n3cnnn3)c2)cc1
#39 COc1cc2c(cc1NC(=O)COC(=O)c1ccccc1)oc1ccccc12
#40 O=S(=O)(Cc1ccccc1)N1CCCc2ccccc21
assay / compound	36	37	38	39	40
AHR activator	85*	-5	25	14	125*
PP1 inh	1	-2	-4	-6	-4
proCasp7 act	1	6	6	4	-19
procasp3 activ	-2	5	0	7	4
Fh CTSL1 inh	0	0	-2	3	0
TPT1 inhibitor	-2	0	1	1	-5
core dimer inh	5	-20	-1	4	-5
PAFAH2 FP inh	12	-3	7	/	-7
PP5 primary	1.6	1.3	3.8	-2.0	1.0

#41 COc1cc(C#Cc2c(-c3cncn3C)n(C)c3ccc(-c4ccc(OC)nc4)cc23)cc(OC)c1
#42 Cc1c(/C=N\NC(=O)C2COc3ccccc3O2)c2ccccc2n1C (stereo not drawn)
#43 COC(=O)C(OC(=O)c1ccc(OC)cc1)C(=O)OC
#44 COc1ccc(C)cc1NC(=O)C(=O)NNC(=O)COc1ccc(Cl)cc1
#45 COc1ccc(N2CCc3c(C)nc4c(OC)cccc4c32)cc1
assay / compound	41	42	43	44	45
AHR activator	60*	51*	-3	33	8
PP1 inh	4	1	-1	0	3
proCasp7 act	-2	-10	13	5	-2
procasp3 activ	-3	-3	3	3	-2
Fh CTSL1 inh	/	2	-7	-9	8
TPT1 inhibitor	/	51*	-1	-2	0
core dimer inh	/	-1	-8	12	0
PAFAH2 FP inh	4	-1	3	-4	1
PP5 primary	1.8	3.8	1.4	0.8	-0.6

#46 CC(C)N=C1SC(CC(=O)Nc2ccccc2)C(=O)N1C(C)C (stereo not drawn)
#47 N#CC1=C(N)NC(=S)C(C(N)=O)C1c1ccc([N+](=O)[O-])cc1 (stereo not drawn)
#48 COc1ccccc1C(=O)NCCC(=O)N(C)CC(=O)Nc1ccccc1Br
#49 O=c1c2ccccc2[nH]c(=S)n1CCc1ccccc1
#50 O=C(CCc1nc2ccccc2c(=O)[nH]1)OCc1nnc(-c2ccccc2)o1
#51 COc1ccc2c(c1)c(C(=O)N/N=C/c1ccc(OC)c(OC)c1)c(C)n2C
#52 COc1ccc(/C(C)=N/NC(=O)c2ccccc2OCc2ccccc2)c(OC)c1
#53 O=C(NC(Cc1ccccc1)C(=O)O)/C(=C/c1cccc(Br)c1)NC(=O)c1ccco1 (stereo not drawn)
assay / compound	46	47	48	49	50	51	52	53
AHR activator	-4	0	0	121*	7	20	19	-1
PP1 inh	-1	-6	-1	-4	-6	0	1	0
proCasp7 act	-18	-40	2	-6	8	-2	-2	3
procasp3 activ	-21	-30	7	10	0	2	2	8
Fh CTSL1 inh	2	4	4	-3	0	3	1	0
TPT1 inhibitor	0	-2	0	0	2	-2	-3	-1
core dimer inh	6	1	-4	0	11	-16	12	-11
PAFAH2 FP inh	2	1	-2	-6	-4	0	-4	2
PP5 primary	3.0	1.7	-1.0	-1.2	0.8	2.3	1.1	1.8

In the list so far, these contain a CF3 group.
#7 Cc1ccc(NC(=O)CSCC(=O)Nc2cc(C(F)(F)F)ccc2N2CCOCC2)cc1
#29 CCOC(=O)C(NC(=O)c1ccccc1)(OCc1ccc(F)cc1)C(F)(F)F (stereo not drawn)
assay / compound	7	29
AHR activator	2	0
PP1 inh	-5	-3
proCasp7 act	0	9
procasp3 activ	5	3
Fh CTSL1 inh	3	-1
TPT1 inhibitor	0	3
core dimer inh	-8	-8
PAFAH2 FP inh	-3	-1
PP5 primary	4.5	1.2

Bioassay records: PubChem BioAssay, The Scripps Research Institute Molecular Screening Center
